Screening results (PubChem BioAssay)
CHRM1 antagonist: antagonists of human M1 muscarinic receptor; P11229; CHO-K1 hM1, Fluo-8 calcium fluorescence, ACh EC80 antagonist; inhibition, % at 3 µM; hit rate 1.3% among 360,000;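 active = percent inhibition above its own plate's cutoff, namely the mean of that plate's compound wells plus 3 SD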;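 note: peak over basal fluorescence ratio during 140 s after agonist addition; 0% = ACh EC80 plus DMSO and 100% = DMSO alone without agonist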
Target sequence (P11229 whole entry, looked up): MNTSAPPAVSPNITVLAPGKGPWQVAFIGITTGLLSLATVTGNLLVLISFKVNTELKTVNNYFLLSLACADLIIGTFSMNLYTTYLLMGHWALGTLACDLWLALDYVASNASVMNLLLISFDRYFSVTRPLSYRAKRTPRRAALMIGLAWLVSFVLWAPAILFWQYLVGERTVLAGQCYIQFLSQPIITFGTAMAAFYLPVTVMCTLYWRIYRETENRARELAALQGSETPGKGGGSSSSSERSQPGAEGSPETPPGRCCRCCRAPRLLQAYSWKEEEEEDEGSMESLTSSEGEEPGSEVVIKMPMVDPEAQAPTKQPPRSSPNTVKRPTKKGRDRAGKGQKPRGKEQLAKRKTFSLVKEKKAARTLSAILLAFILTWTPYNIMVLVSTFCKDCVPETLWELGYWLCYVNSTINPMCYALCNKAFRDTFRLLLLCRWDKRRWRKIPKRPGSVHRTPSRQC
TAAR1 antag: human TAAR1 antagonism. Q96RJ0. CHO RD-HGA16 TAAR1, Fluo-8 calcium fluorescence, antagonist. inhibition, % at 3 µM. hit rate 1.5% among 360,000;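 active = inhibition above a per-plate cutoff, the mean inhibition of test compounds on that plate plus 3 SD, cut at about 49% in these data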;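 note: 0% = DMSO plus EC80 beta-PEA response and 100% = DMSO alone without agonist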
Target sequence (Q96RJ0 whole entry, looked up): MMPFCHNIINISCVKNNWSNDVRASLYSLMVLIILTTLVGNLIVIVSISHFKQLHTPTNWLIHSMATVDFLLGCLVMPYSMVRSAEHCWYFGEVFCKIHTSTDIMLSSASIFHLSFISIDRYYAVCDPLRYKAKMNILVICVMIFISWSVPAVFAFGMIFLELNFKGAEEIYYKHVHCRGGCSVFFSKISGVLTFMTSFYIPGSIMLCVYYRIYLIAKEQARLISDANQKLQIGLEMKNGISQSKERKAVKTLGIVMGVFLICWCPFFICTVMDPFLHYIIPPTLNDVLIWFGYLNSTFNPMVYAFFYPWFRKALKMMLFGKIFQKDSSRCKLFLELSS
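Test system – hTAAR1-expressing CHO RD-HGA16 cells, Gα16-coupled · Also added – β-PEA at EC80 concentration, post-compound challenge · Compound – 3 µM, single point · Incubation – dye loading 75 min at 37 °C, then 30 min room temperature · Measured by – Fluo-8 intracellular calcium dye fluorescence, real-time kinetic reads · Benchmarks – vehicle and agonist controls · Replicates – singlicate, one well per test compound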
M1 PAM: positive allosteric modulators of human M1 muscarinic receptor; CHO-K1 hM1, Fluo-8 calcium fluorescence, ACh EC20; 0% = ACh EC20, 100% = maximal ACh; activation, % at 3 µM; hit rate 0.088% among 360,000; in the data active = activation above about 19%, passing the limit was not always enough
CHO-K1 Ca antag: counter-screen for M1 antagonists: effect in parental CHO-K1 cells | hit rate 0.6% among 360,000 | ATP-induced calcium, Fluo-8 fluorescence | inhibition, % at 3 µM;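 active = inhibition above a per-plate cutoff, the plate's mean sample inhibition plus 3 SD, cut at about 24% in these data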;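 note: 0% = DMSO plus EC80 ATP and 100% = DMSO alone without ATP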
TAAR1 agonist: human TAAR1 agonism; Q96RJ0; CHO RD-HGA16 TAAR1, Fluo-8 calcium fluorescence; vehicle wells 0%, saturating PEA agonist 100%; activation, % at 3 µM; hit rate 0.99% among 360,000; AID 624467;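 active = activation above the mean activation of all test compounds in the run plus 3 SD, cut at about 38% in these data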
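test system = CHO RD-HGA16 cells carrying human TAAR1 plus Gα16 | schedule = 17-24 h seeding, 75 min 37 °C dye, 30 min RT | compound dosing = 3 µM single concentration | control set = DMSO and PEA EC100 | replicates = n 1 | signal = Fluo-8 fluorescence, 5 s baseline then 140 s kinetic read | measure = percent activation vs PEA EC100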
CHRM1 agonist: human M1 muscarinic receptor agonism. activation, % at 3 µM. AID 588814. CHO-K1 hM1, Fluo-8 calcium fluorescence, agonist mode; 0% DMSO, 100% acetylcholine EC100. P11229. hit rate 0.33% among 360,000;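 active = activation above the run's mean compound activation plus 3 SD, cut at about 16% in these data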;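 note: peak over basal fluorescence ratio within a 140 s kinetic read after compound addition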
M1 ag parental: counter-screen for M1 agonists: effect in parental CHO-K1 cells. Fluo-8 calcium fluorescence; scaled to maximal ATP response, vehicle zero. activation, % at 3 µM. hit rate 0.48% among 360,000; in the data active = activation above about 15%;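 note: untransfected CHO-K1 host cells lacking M1 receptor as counterscreen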
CHO-K1 Ca PAM: M1 PAM counterscreen hit in parental CHO-K1 cells | ATP EC20, Fluo-8 calcium fluorescence; 0% at ATP EC20, 100% at ATP max | activation, % at 3 µM | hit rate 0.02% among 360,000 | AID 602247;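 active = activation above the run cutoff, the mean activation of all test compounds plus 3 SD, cut at about 40% in these data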;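 note: peak over basal fluorescence ratio in a 140 s read after ATP addition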
CHO parental Ca: signal in parental CHO cells, OX1R antagonist counter-screen | AID 463079 | parental CHO-K1, ATP-induced calcium, Fluo-8 fluorescence | inhibition, % at 5.6 µM | hit rate 0.63% among 330,000;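 active = inhibition above that plate's mean sample inhibition plus 3 SD, cut at about 26% in these data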;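 note: 0% = ATP-challenged DMSO wells and 100% = DMSO wells without ATP; some compounds past the cut are filed as inactive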
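Assay system: untransfected parental CHO cell line. Also added: ATP agonist challenge. Dosing: one dose, 5.6 µM nominal. Measured by: Fluo-8 fluorescence. Read-out: % inhibition. Benchmarks: ATP wells versus no-ATP DMSO wells. Repeats: no replicates.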
Numbers without * were called inactive.

Results for O=C(CSc1ncnc2c1cnn2-c1ccccc1)Nc1ccc2c(c1)OCO2 ?
CHRM1 antagonist: 17; TAAR1 antag: 9; M1 PAM: -12; CHO-K1 Ca antag: -6; TAAR1 agonist: 6; CHRM1 agonist: -1; M1 ag parental: 1.7; CHO-K1 Ca PAM: 1; CHO parental Ca: 8

How did N#Cc1nc(Cc2cccc3ccccc23)oc1N1CCCCC1 do in these assays?
CHRM1 antagonist: 0; TAAR1 antag: 21; M1 PAM: -2; CHO-K1 Ca antag: -3; TAAR1 agonist: 13; CHRM1 agonist: -4; M1 ag parental: 0.1; CHO-K1 Ca PAM: 0; CHO parental Ca: 20

Results for COc1cccc(NC(=S)N2CCN(c3ccccn3)CC2)c1 ?
CHRM1 antagonist: -1; TAAR1 antag: 4; M1 PAM: 4; CHO-K1 Ca antag: -7; TAAR1 agonist: 1; CHRM1 agonist: -7; M1 ag parental: 0.8; CHO-K1 Ca PAM: 14; CHO parental Ca: 8

How did Cc1csc(NC(=O)c2nc(-c3ccccc3)n(-c3ccccc3)n2)n1 do in these assays?
CHRM1 antagonist: -7; TAAR1 antag: 0; M1 PAM: 2; CHO-K1 Ca antag: 0; TAAR1 agonist: 10; CHRM1 agonist: -5; M1 ag parental: 0.4; CHO-K1 Ca PAM: 2; CHO parental Ca: -21

Results for CCOC(=O)C1=C(C)OC(=CC=Cc2ccccc2)C1=O ?
CHRM1 antagonist: -12; TAAR1 antag: -42; M1 PAM: 4; CHO-K1 Ca antag: -19; TAAR1 agonist: 2; CHRM1 agonist: -2; M1 ag parental: 0.9; CHO-K1 Ca PAM: 17

Results for Fc1ccc(N/N=C/c2ccc(N3CCOCC3)cc2)c(F)c1 ?
CHRM1 antagonist: 1; TAAR1 antag: 9; M1 PAM: 0; CHO-K1 Ca antag: -19; TAAR1 agonist: 4; CHRM1 agonist: -4; M1 ag parental: 0.5; CHO-K1 Ca PAM: 19; CHO parental Ca: -8

Results for CC(NC(=O)c1ccc(Cn2cc([N+](=O)[O-])cn2)cc1)c1ccccc1 (stereo not given) ?
CHRM1 antagonist: -13; TAAR1 antag: 13; M1 PAM: -2; CHO-K1 Ca antag: -15; TAAR1 agonist: 10; CHRM1 agonist: 4; M1 ag parental: 2.0; CHO-K1 Ca PAM: 17; CHO parental Ca: -7

How did COc1ccc(OCC(=O)c2c(O)c3ccccc3oc2=O)cc1 do in these assays?
CHRM1 antagonist: -2; M1 PAM: 1; CHO-K1 Ca antag: 4; CHRM1 agonist: -3; M1 ag parental: 0.8; CHO-K1 Ca PAM: 8; CHO parental Ca: -17

How did Cc1scc(C(=O)N/N=C/c2ccc(OC(C)C)cc2)c1C do in these assays?
CHRM1 antagonist: -3; TAAR1 antag: 19; M1 PAM: 1; CHO-K1 Ca antag: 14; TAAR1 agonist: 5; CHRM1 agonist: -3; M1 ag parental: 0.6; CHO-K1 Ca PAM: -6; CHO parental Ca: -24

Results for COc1cccc(C(=O)Nc2ccc3c(c2)CCCN3C(=O)c2cccs2)c1OC ?
CHRM1 antagonist: -11; TAAR1 antag: 50*; M1 PAM: 7; CHO-K1 Ca antag: -9; TAAR1 agonist: 2; CHRM1 agonist: 1; M1 ag parental: 7.6; CHO-K1 Ca PAM: -10; CHO parental Ca: -20

How did CCCCOC(=O)c1ccc(NC(=S)N2CCN(c3ncc4c(=O)c(C(=O)O)cn(CC)c4n3)CC2)cc1 do in these assays?
CHRM1 antagonist: -11; TAAR1 antag: -5; M1 PAM: 6; CHO-K1 Ca antag: -16; TAAR1 agonist: 0; CHRM1 agonist: -1; M1 ag parental: 1.3; CHO-K1 Ca PAM: -1; CHO parental Ca: -18

How did Cc1c(C)c2ccc(OCC(=O)NCCN3CCOCC3)c(C)c2oc1=O do in these assays?
CHRM1 antagonist: 14; TAAR1 antag: 5; M1 PAM: -13; CHO-K1 Ca antag: 14; TAAR1 agonist: 1; CHRM1 agonist: -2; M1 ag parental: 0.1; CHO-K1 Ca PAM: -7; CHO parental Ca: -15

Results for CCOCCCN(C(=O)c1snc(C(N)=O)c1N)C(C(=O)NCCC(C)C)c1ccc(F)cc1 (stereo not given) ?
CHRM1 antagonist: -3; TAAR1 antag: -14; M1 PAM: 6; CHO-K1 Ca antag: 6; TAAR1 agonist: 1; CHRM1 agonist: -3; M1 ag parental: -0.1; CHO-K1 Ca PAM: 0; CHO parental Ca: -28

How did C/C(=N\Nc1ccc(C(F)(F)F)cn1)c1ccncc1 do in these assays?
CHRM1 antagonist: -6; TAAR1 antag: -14; M1 PAM: 11; CHO-K1 Ca antag: -15; TAAR1 agonist: 1; CHRM1 agonist: -5; M1 ag parental: -0.4; CHO-K1 Ca PAM: 1; CHO parental Ca: 2

What do the screens show for `Cc1cc2nc(C3CCCCC3)c(Cc3cccc(Cl)c3)n2c(C)c1Br`?
TAAR1 antag: -9; CHO-K1 Ca antag: 0; TAAR1 agonist: 1; M1 ag parental: 0.0; CHO-K1 Ca PAM: 0

How did Cc1ccc(S(=O)(=O)NC2CCCCC2)c2nsnc12 do in these assays?
CHRM1 antagonist: 4; TAAR1 antag: -12; M1 PAM: -5; CHO-K1 Ca antag: -7; TAAR1 agonist: 7; CHRM1 agonist: -12; M1 ag parental: 0.8; CHO-K1 Ca PAM: 19; CHO parental Ca: -19

How did Clc1cccc(-c2cc3nc4c(c(N5CCOCC5)n3n2)CCCC4)c1 do in these assays?
CHRM1 antagonist: 4; TAAR1 antag: 21; M1 PAM: -3; CHO-K1 Ca antag: -10; TAAR1 agonist: 0; CHRM1 agonist: -1; M1 ag parental: 0.0; CHO-K1 Ca PAM: -9; CHO parental Ca: -15

How did COC(=O)C1=C(C)N(C)C(=O)NC1c1cc(Cl)c(O)c(OC)c1 (stereo not given) do in these assays?
CHRM1 antagonist: 8; TAAR1 antag: -16; M1 PAM: -3; CHO-K1 Ca antag: 6; TAAR1 agonist: 1; CHRM1 agonist: -3; M1 ag parental: 9.7; CHO-K1 Ca PAM: 16; CHO parental Ca: -3

How did CN(C)S(=O)(=O)c1cccc(NC(=O)CSc2nncn2C)c1 do in these assays?
CHRM1 antagonist: -16; TAAR1 antag: -6; M1 PAM: 11; CHO-K1 Ca antag: -8; TAAR1 agonist: 2; CHRM1 agonist: -2; M1 ag parental: 0.2; CHO-K1 Ca PAM: 12; CHO parental Ca: -3

Results for COc1ccc(-c2nnc(SCCC(=O)O)n2-c2ccccc2)cc1OC ?
CHRM1 antagonist: 4; TAAR1 antag: 13; M1 PAM: -2; CHO-K1 Ca antag: -3; TAAR1 agonist: 5; CHRM1 agonist: -4; M1 ag parental: 0.1; CHO-K1 Ca PAM: -6; CHO parental Ca: -2

Pulled one by one from the entries so far:
Results for COc1cccc(NC(=S)N2CCN(c3ccccn3)CC2)c1 ?
CHRM1 antagonist: -1; TAAR1 antag: 4; M1 PAM: 4; CHO-K1 Ca antag: -7; TAAR1 agonist: 1; CHRM1 agonist: -7; M1 ag parental: 0.8; CHO-K1 Ca PAM: 14; CHO parental Ca: 8

Results for COc1cccc(C(=O)Nc2ccc3c(c2)CCCN3C(=O)c2cccs2)c1OC ?
CHRM1 antagonist: -11; TAAR1 antag: 50*; M1 PAM: 7; CHO-K1 Ca antag: -9; TAAR1 agonist: 2; CHRM1 agonist: 1; M1 ag parental: 7.6; CHO-K1 Ca PAM: -10; CHO parental Ca: -20

Other results
Results for Cc1ccc(NC(=O)C2COc3ccccc3O2)cc1S(=O)(=O)N1CCOCC1 (stereo not given) ?
CHRM1 antagonist: 1; TAAR1 antag: 17; M1 PAM: -1; CHO-K1 Ca antag: 3; TAAR1 agonist: 14; CHRM1 agonist: -2; M1 ag parental: 2.6; CHO-K1 Ca PAM: 7; CHO parental Ca: -15

What do the screens show for `COc1ccc2nc3ccccc3nc2c1NC(=O)c1ccc(Br)cc1`?
CHRM1 antagonist: -2; TAAR1 antag: -37; M1 PAM: 3; CHO-K1 Ca antag: 0; TAAR1 agonist: 13; CHRM1 agonist: -5; M1 ag parental: -0.2; CHO-K1 Ca PAM: 13; CHO parental Ca: -12

What do the screens show for `COc1ccc(CC(CC(=O)O)C(=O)Nc2ccccc2)cc1` (stereo not given)?
CHRM1 antagonist: -1; TAAR1 antag: -2; M1 PAM: 3; CHO-K1 Ca antag: -4; TAAR1 agonist: 6; CHRM1 agonist: -3; M1 ag parental: 0.0; CHO-K1 Ca PAM: -1; CHO parental Ca: -3

Results for CCCC(=O)NC(c1ccccc1OC)c1ccc2cccnc2c1O (stereo not given) ?
CHRM1 antagonist: -4; M1 PAM: 4; CHO-K1 Ca antag: -12; CHRM1 agonist: -2; M1 ag parental: -0.5; CHO-K1 Ca PAM: 11; CHO parental Ca: -20

How did Cc1ccc(NC(=O)CCCc2nc3ccccc3c(=O)[nH]2)c(Cl)c1 do in these assays?
CHRM1 antagonist: -5; TAAR1 antag: 14; M1 PAM: 3; CHO-K1 Ca antag: -11; TAAR1 agonist: 0; CHRM1 agonist: -4; M1 ag parental: -0.3; CHO-K1 Ca PAM: 4; CHO parental Ca: -6

What do the screens show for `O=C(NCC(c1cccs1)N1CCOCC1)c1ccccc1NS(=O)(=O)c1cccc([N+](=O)[O-])c1` (stereo not given)?
CHRM1 antagonist: -1; TAAR1 antag: 5; M1 PAM: 5; CHO-K1 Ca antag: -14; TAAR1 agonist: 5; CHRM1 agonist: -2; M1 ag parental: 7.6; CHO-K1 Ca PAM: 18; CHO parental Ca: -16

How did O=C(COC(=O)/C=C/c1ccccc1)NC1CCCC1 do in these assays?
CHRM1 antagonist: -13; TAAR1 antag: 8; M1 PAM: 11; CHO-K1 Ca antag: -18; TAAR1 agonist: -1; CHRM1 agonist: -2; M1 ag parental: 0.6; CHO-K1 Ca PAM: 16; CHO parental Ca: -6

What do the screens show for `COc1ccc(C(=O)NCC(=O)NCC(c2ccco2)N(C)C)cc1OC` (stereo not given)?
CHRM1 antagonist: -11; TAAR1 antag: 8; M1 PAM: 12; CHO-K1 Ca antag: -9; TAAR1 agonist: 1; CHRM1 agonist: -8; M1 ag parental: 0.6; CHO-K1 Ca PAM: 22; CHO parental Ca: -7

What do the screens show for `Cc1ccc(NC(C)c2cc(Cl)ccc2O)cc1` (stereo not given)?
CHRM1 antagonist: -7; TAAR1 antag: 10; M1 PAM: -6; CHO-K1 Ca antag: 4; TAAR1 agonist: 3; CHRM1 agonist: -6; M1 ag parental: 0.2; CHO-K1 Ca PAM: 8; CHO parental Ca: -10

What do the screens show for `CC(C)(C)c1ccc(C(=O)NNC(=S)NCc2ccco2)cc1`?
CHRM1 antagonist: -1; TAAR1 antag: -20; M1 PAM: 0; CHO-K1 Ca antag: 13; TAAR1 agonist: 1; CHRM1 agonist: -1; M1 ag parental: 0.8; CHO-K1 Ca PAM: -20; CHO parental Ca: -12
